Screens from PubChem.
p53ts 32C kill: cytotoxicity in p53ts cells at permissive temperature | H1299-p53A138V at 32C, ATP luminescence viability, 24 h | Potency, µM (highest dose often 46.1 µM), for the others: at the highest dose activity change, negative = cytotoxicity, most hits filed as cytotoxic | 130,000 compounds, 0.93% hits | AID 924;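 also: 0% = DMSO and -100% = full killing by reference compound; nearly all actives have a fitted effect of over 55% in size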
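Cells: H1299 p53ts (A138V), 600/well, pre-incubated 16–30 h at 37C. Cpd up to 46 uM, 24 h, 32C. Readout: ATPlite luminescence, 20 min RT. Normalization: DMSO vs tamoxifen 100 uM. AC50 by Hill equation.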
IkB signaling: suppresses IkB signaling in ABC-DLBCL reporter cells. Potency, µM (highest dose often 57.1 µM), for inactives: at the top dose IkBa stabilization activation. ABC-DLBCL IkBa-CBG/CBR dual luciferase ratio, 4 h; response scale: scaled: untreated 0%, proteasome inhibitor 100%. 110,000 compounds, 0.04% hits; active = well fitted curve in the direction sought with a large enough effect in the signal ratio, not every such curve was filed as active; inconclusive = small, poorly fitted or top-dose-only effect, or a change in a side signal; the % refers to the signal ratio;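 also: the direction sought is a rising ratio; 0% = basal untreated cells and 100% = reference inhibitor full response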
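In this assay, an IκBα–CBG68 fusion accumulates when IKK-driven degradation is blocked; native CBR normalizes for cell number. OCI-Ly3 cells were treated 4 h with compound and doxycycline, then green and red light read after Chroma-Glo addition.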
Peg3 imprint: inducers of genomic imprint erasure in mouse ES cells. mouse ES Peg3-LacZ reporter, beta-gal luminescence, 40 h. Potency, µM (top dose mostly 60.7 µM), without a hit: at the top dose activity change, positive = activation, actives largely listed as activators. 110,000 compounds, 0.02% hits;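 also: 0% = negative control wells on the plate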
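Gelatin-coated wells received 300 freshly trypsinized female ES cells with a Peg3LacZ-Neo reporter on the maternal allele, then incubated 40 hours at 37C. BetaGlo was added for 5 minutes at room temperature before a single luminescence read.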
p53ts 39C tox: cytotoxicity in p53ts cells at nonpermissive temperature; 130,000 compounds, 1.5% hits; Potency, µM (highest dose often 46.1 µM), inactives show at the top dose activity change, negative = cell killing, most hits filed as cytotoxic; H1299-p53A138V viability at 39C, ATP luminescence, 24 h; also: nearly all actives have a fitted effect of over 55% in size
The depositor's hits bear a star; ? = inconclusive; . = no result given; [ ] = another dose, or the depositor's remark. Unless noted, calls follow the shape of the dose curve; as a rule, active = well fitted curve in the direction sought with a large enough effect; inconclusive = small, poorly fitted or top-dose-only effect, or another doubt; inactive = no such curve, though single readings can be large; an effect the other way counts as inactive or inconclusive. Unless noted, % is scaled to controls: 0 for no effect and ±100 for the full control effect; potency is read from the fitted curve at half-maximal effect. An unsorted share of the library; overall some 1.7% were active at least once.

Structure | p53ts 32C kill | IkB signaling | Peg3 imprint | p53ts 39C tox
CCn1c(N)c(C(=O)NCc2ccc3c(c2)OCO3)sc1=S | -4.9% | 5.3% | -8.3% | 3.3%
C=CCn1c(SCC(=O)Nc2nc3ccccc3s2)nnc1-c1ccccc1O | ? | ? | -0.1% | -13.1%
O=C(Nc1ccc2c(c1)OCO2)c1cnc2n(c1=O)CCS2 | -4.0% | . | . | 45.1%[activator]
CCc1cccc(C)c1NC(=O)c1cc(S(=O)(=O)N2CCOCC2)cn1C | -1.5% | -0.5% | -8.8%[10.9 µM] | -5.5%
CCC(=O)Nc1c(C)c(CC)nc2ccccc12 | -2.3% | 0.0% | -6.2% | 11.7%
CCOC(=O)C1CCN(C(=O)CCn2c(=O)[nH]c3ccsc3c2=O)CC1 | -0.2% | 0.8% | -12.1% | 0.3%
CC(C)NC(=O)CN(C(=O)CCC(=O)Nc1ccccn1)c1ccc(F)c(Cl)c1 | 14.0% | -0.7% | -2.1% | 1.5%
CCc1cnc2c(c1SCC(=O)Nc1ccc(Cl)cc1)c(=O)n(C)c(=O)n2C | 2.9% | ? | ? | -16.5%
CCCN(CCC)CCCNC(=O)c1cn(CC)c2ccc(S(=O)(=O)N(C)C3CCCCC3)cc2c1=O | -3.8% | -0.7% | -5.7%[10.9 µM] | -22.6%
O=c1[nH]c(N2CCc3ccccc32)nc2c1CCCC2 | 2.9% | 1.2% | -16.2% | 5.5%
Cc1nc(C)c(C(=O)C2=C(O)C(=O)N(CCN3CCOCC3)C2c2ccco2)s1 (configuration not stated) | 2.9% | 1.0% | -7.4% | 5.4%
Cc1cccc(NC(=O)COc2nsnc2N2CCOCC2)c1 | 10.8% | ? | -1.1% | 6.9%
CCC(C)NS(=O)(=O)c1ccc(NC(C)=O)cc1 (configuration not stated) | -2.4% | . | . | 23.6%
Cn1c(-c2ccccc2)cnc1NCc1ccccc1O | -0.4% | ? | -17.5%[10.9 µM] | 1.3%
Cc1ccc(C(=O)CSC2=C(C#N)C(c3ccco3)C3=C(CC(C)(C)CC3=O)N2)cc1 (configuration not stated) | -4.2% | -1.7% | -18.7% | 15.9%

The list continues:
Structure | p53ts 32C kill | IkB signaling | Peg3 imprint | p53ts 39C tox
Cn1c(N)c(C(=O)NCc2ccccc2Cl)sc1=S | 5.6% | 4.1% | 4.8% | -4.1%
CCOC(=O)C1(Cc2ccc(O)cc2)NC(c2ccco2)C2C(=O)N(c3ccccc3F)C(=O)C21 (configuration not stated) | 7.5% | 1.9% | -0.4% | -5.8%
OC1(c2cccc(C(F)(F)F)c2)CCN(c2ncnc3c2[nH]c2ccc(F)cc23)CC1 | ? | ? | -26.3% | ?
CCNc1nc(NC(C)C)nc(N(C#N)Cc2ccccc2)n1 | -21.8% | ? | -25.8% | ?
CCOC(=O)CNC(=O)C(CO)NC(=O)OCc1ccccc1 (configuration not stated) | 18.3% | -2.2% | -14.5% | 12.0%
Cc1cc(NC(=O)Nc2ccc(N(C)C)cc2)c2cc(F)cc(F)c2n1 | -6.3% | ? | -29.1% | -18.4%
Cc1ccc(NC(=O)CSc2nnc(C3CCCCC3)n2N)cc1F | -19.7% | 7.1% | -14.4% | 11.1%
Cc1ccc(NC(=O)C2CCCN(S(=O)(=O)c3cnc[nH]3)C2)cc1C (configuration not stated) | 0.8% | 3.2% | -0.2% | 2.2%
Cc1cc(C)n2c(Nc3ccccc3C)c(-c3cccs3)nc2n1 | 1.3% | ? | 15.1%[10.9 µM] | 2.1%
COc1ccc(C(c2sc3nc(C)nn3c2O)N2CCN(CCO)CC2)cc1OC (configuration not stated) | -1.0% | 3.5% | -6.8% | 16.0%
CCCCOC(=O)c1ccc(OC(=O)c2sc3ncn(Cc4ccccc4Cl)c(=O)c3c2C)cc1 | 3.1% | 1.9% | -16.0%[10.9 µM] | -19.9%
Cn1c(=O)c2c(nc(SCC(=O)Nc3ccccc3F)n2Cc2ccc(Cl)cc2)n(C)c1=O | -0.8% | -0.1% | 8.6%[10.9 µM] | 15.6%
CNS(=O)(=O)c1cn(CC(=O)Nc2cccc(C(F)(F)F)c2)cc1S(=O)(=O)NC | -1.0% | -1.4% | 9.2%[10.9 µM] | -17.5%
COc1ccc(S(=O)(=O)NCCc2sc(C)nc2C)cc1 | 0.0% | -2.6% | ? | -9.1%
Cc1ccc2c(C(=O)CSc3ccccc3)c(C)[nH]c2c1 | -4.6% | . | . | 11.4%

Further results follow:
Structure | p53ts 32C kill | IkB signaling | Peg3 imprint | p53ts 39C tox
Cc1ccc(C(=O)NC2CC3CCC(C2)N3Cc2ccco2)cc1 (configuration not stated) | 4.5% | . | . | 7.2%
COc1ccc(CN2CC(C(=O)NCCCN3CCOCC3)CC2=O)cc1 (configuration not stated) | 1.9% | -0.5% | -1.1% | -18.6%
C[C@H](CN(C)C)C(=O)c1ccccc1C(=O)O | 1.5%[9.22 µM] | -0.9%[11.4 µM] | -9.2%[10.9 µM] | 28.5%[9.22 µM]
Cc1ccc(C(C)C)c(OCC(=O)Nc2cccc(NC(=O)c3ccco3)c2)c1 | ? | ? | -13.9%[10.9 µM] | ?
Cc1cc(O)c(C(C)C)cc1NC1=NS(=O)(=O)c2ccccc21 | -0.2% | 0.6% | 2.7% | 18.5%
CCNC(=O)CCC(=O)Nc1cc(Cl)ccc1C | -2.3% | 0.9% | -6.0% | 2.9%
CCc1cc2c(=O)c(-c3nc4ccccc4n3C)coc2c(CN2CCOCC2)c1O | 4.7% | -0.4% | -2.5% | 16.3%
CCC(=O)[C@]12O[C@@]3(C4C(=O)OCCC41)N(Cc1ccccc1)C(C)=C(C(=O)OC)C(c1ccccc1)N3C2=O (some centres not stated) | 5.0%[9.22 µM] | . | . | -1.7%[9.22 µM]
O=C(N/N=C/C=C/c1ccccc1)C1CC1c1ccccc1 (configuration not stated) | 9.8% | . | . | -3.0%
CSc1nsc(SCc2ccc(F)cc2)n1 | 0.8% | 1.0% | -3.6% | 0.4%
COc1ccc2[nH]cc(CCNC(=O)Nc3cccc(F)c3)c2c1 | -7.0% | -1.1% | -2.4%[10.9 µM] | -1.6%
Cc1nc2nc(NC(=O)CC(C)C)[nH]n2c(=O)c1Cc1ccccc1 | -6.0% | -0.7% | -8.5%[10.9 µM] | 16.1%
O=C(NC1CCCCC1)c1cc(Nc2cccc(C(F)(F)F)c2)nc2ccccc12 | -5.9% | 0.1% | -4.1%[10.9 µM] | -15.2%
Cc1c(C(=O)N(C)Cc2ccccc2)sc2nc(-c3ccc(F)cc3)cn12 | -15.9% | ? | -12.8%[10.9 µM] | -13.6%
O=C(COc1cccc2cccnc12)N/N=C1\SCC(=O)N1Cc1ccco1 | 5.1% | . | . | 13.5%

Record cards (already shown).
Record of `CCc1cc2c(=O)c(-c3nc4ccccc4n3C)coc2c(CN2CCOCC2)c1O` : p53ts 32C kill: 4.7%; IkB signaling: -0.4%; Peg3 imprint: -2.5%; p53ts 39C tox: 16.3%
Record of `Cc1cc(O)c(C(C)C)cc1NC1=NS(=O)(=O)c2ccccc21` : p53ts 32C kill: -0.2%; IkB signaling: 0.6%; Peg3 imprint: 2.7%; p53ts 39C tox: 18.5%

Further compounds:
Structure | p53ts 32C kill | IkB signaling | Peg3 imprint | p53ts 39C tox
O=C(Nc1cccc(F)c1)N1CC2(CCN(C(=O)c3csnn3)CC2)C1 | -3.7% | -0.2%[11.4 µM] | . | -3.5%
CCC1=Nc2cc(C(=O)NC(C)c3ccccc3)ccc2Sc2ccc(Cl)cc21 (configuration not stated) | -3.5% | 3.4% | -11.8%[10.9 µM] | ?
O=C1COc2ccc(OCc3ccc(F)cc3)cc21 | -20.0% | 0.2% | -71.3%[inhibitor] | -14.3%
Cn1c(=O)c2c(nc(SCCN3CCOCC3)n2Cc2ccccc2)n(C)c1=O | -1.0% | -3.2% | . | 0.0%
CC(C)(CNC(=O)c1cccs1)CNC(=O)c1cccs1 | 2.3% | 0.4% | 3.5% | 1.4%
CC(C)C(=O)N(Cc1cc2ccccc2[nH]c1=O)C(C)C | 4.1% | -0.5% | -20.8% | 10.5%
CCCCC(=O)OCc1cc(=O)n2nc(C3CC3)sc2n1 | 7.7% | -4.2% | 8.7%[10.9 µM] | 9.9%
CC12COC3(C(=O)Nc4cccnc4)CC1CCC32C (configuration not stated) | 9.0% | 0.2% | -9.0% | 5.2%
CCc1ccccc1NC(=O)C1CCN(S(=O)(=O)c2cn(C)cn2)CC1 | -1.6% | 1.5% | -8.5%[10.9 µM] | -4.5%
Cc1ccc(Cl)cc1N1CCN(C(=O)c2cn(C)c3ccc(S(=O)(=O)N(C)C4CCCCC4)cc3c2=O)CC1 | 7.2% | -0.5% | 9.8%[10.9 µM] | 15.2%
O=C(O)CNC1=NCCCCC1 | 0.6% | 0.2% | -5.4% | 4.1%
COc1ccc(C(c2nnnn2Cc2cccs2)N2CCN(c3ccc(F)cc3)CC2)cc1OC (configuration not stated) | 15.9% | 1.0% | -17.0% | 4.0%
O=C(CCCn1c(=O)c2sccc2n(CC(=O)NCc2ccco2)c1=O)NCc1ccco1 | 17.2% | -1.4% | -8.7% | 0.8%
COc1ccc(CCNC(=O)c2cn(C)c3ccc(S(=O)(=O)N(C)C)cc3c2=O)cc1OC | 2.0% | -5.0% | -6.8%[10.9 µM] | 14.7%
COc1ccc(-c2cnnn2-c2ccc(NC(=O)c3c(F)cccc3F)cc2)cc1 | 19.3% | -1.1% | -4.2%[10.9 µM] | 1.5%

Next section:
Structure | p53ts 32C kill | IkB signaling | Peg3 imprint | p53ts 39C tox
CC1CCCCC12NC(=O)N(CC(=O)NCCc1ccccn1)C2=O (configuration not stated) | 5.0% | 2.7% | -2.8% | 4.8%
COc1ccccc1NC(=O)c1sc2nc3n(c(=O)c2c1C)N=C(c1cccc(Br)c1)CS3 | -4.3% | ? | ? | -9.4%
O=C(Nc1ccc2nn(-c3ccccc3)nc2c1)c1ccc2c(c1)OCCO2 | -29.9% | ? | -20.5% | -20.8%
Cc1ccc2c(c1)nnn2C1CCN(C(=O)C2CCCCC2)CC1 | -4.2% | 0.3% | -7.6% | -3.2%
N#CC1=C(N)Oc2cc(N)ccc2C1C1CC=CCC1 (configuration not stated) | 17.6% | 3.2% | -10.6% | 16.4%
COc1ccc(C2C3=C(Nc4ncnn42)c2ccccc2CC3)cc1OC (configuration not stated) | 4.4% | 2.9% | -12.1% | 0.1%
CCC(C(=O)NC1CCCCC1)n1nc(C)c2sc3ccccc3c2c1=O (configuration not stated) | -14.2% | -1.0% | -12.9%[10.9 µM] | -24.7%
CCOC(=O)c1c(C)[nH]c(CCC(=O)NCc2ccc(OC)c(OC)c2)c1C | 4.7% | -1.1% | -7.5%[10.9 µM] | 11.6%
O=C(CN1CCc2ccccc2C1)c1cccs1 | 1.7% | 0.0% | -26.0% | 4.7%
COc1cccc(NC(=O)CCNC(=O)Cn2ccc3ccccc3c2=O)c1 | -4.2% | -1.5% | -6.9%[10.9 µM] | -3.1%
COc1ccc2c(CNC3CCCCCC3)c(C(=O)O)n(Cc3ccccc3F)c2c1 | 8.0% | -3.8% | -14.6%[10.9 µM] | 8.9%
N#Cc1cc2c(nc1SCc1nc3ccccc3[nH]1)CCC2 | 3.98µM* | ? | -67.7%[inhibitor] | 5.01µM*
O=S(=O)(Nc1ccc(-c2ccc(N3CCCC3)nn2)cc1)c1ccc(Cl)cc1 | -1.3% | ? | 19.6%[10.9 µM] | -18.5%
CC(=O)Nc1ccc2nc(-c3ccccn3)[nH]c2c1 | 3.98µM* | 0.7% | -77.9%[inhibitor] | 6.31µM*
Clc1ccc2nc(-c3ccc(N4CCOCC4)cc3)c(Nc3ccccc3)n2c1 | -2.9% | ? | -7.5%[10.9 µM] | 19.0%

Additional compounds
Structure | p53ts 32C kill | IkB signaling | Peg3 imprint | p53ts 39C tox
O=c1cc(CN2CCC3(CC2)OCCO3)c2c(ccc3ccccc32)o1 | 13.4% | -0.4% | -20.9% | 3.2%
COc1cc(-c2nc(-c3cccc(Cl)c3)c(-c3ccccc3)[nH]2)cc(OC)c1OC | -10.6% | ? | -6.0%[10.9 µM] | 16.5%
O=C1CSC2(C(=O)N(Cc3ccccc3F)c3ccccc32)N1c1ccc(F)cc1 (configuration not stated) | 5.4% | ? | 0.5%[10.9 µM] | 0.0%
CCOC(=O)c1c(S(=O)(=O)N2CCC(C(=O)Nc3ccc(F)cc3F)CC2)c(C)n(C)c1C | 10.8% | ? | -11.9%[10.9 µM] | 6.9%
